Compound activity (PubChem BioAssay)
rTrxR1 inhibitor: inhibitors of rat thioredoxin reductase 1; O89049; recombinant rTrxR1, NADPH fluorescence consumption, selenite substrate; Potency, µM (top dose mostly 114 µM), inactives show top-dose activity change, negative = inhibition, hits mostly inhibitors; hit rate 1% among 390,000; AID 588453; also: potency is read from the fitted curve at half-maximal effect; % is scaled to controls: 0 for no effect and ±100 for the full control effect; nearly all actives have a fitted effect of over 65% in size
Target sequence (O89049 whole entry, looked up): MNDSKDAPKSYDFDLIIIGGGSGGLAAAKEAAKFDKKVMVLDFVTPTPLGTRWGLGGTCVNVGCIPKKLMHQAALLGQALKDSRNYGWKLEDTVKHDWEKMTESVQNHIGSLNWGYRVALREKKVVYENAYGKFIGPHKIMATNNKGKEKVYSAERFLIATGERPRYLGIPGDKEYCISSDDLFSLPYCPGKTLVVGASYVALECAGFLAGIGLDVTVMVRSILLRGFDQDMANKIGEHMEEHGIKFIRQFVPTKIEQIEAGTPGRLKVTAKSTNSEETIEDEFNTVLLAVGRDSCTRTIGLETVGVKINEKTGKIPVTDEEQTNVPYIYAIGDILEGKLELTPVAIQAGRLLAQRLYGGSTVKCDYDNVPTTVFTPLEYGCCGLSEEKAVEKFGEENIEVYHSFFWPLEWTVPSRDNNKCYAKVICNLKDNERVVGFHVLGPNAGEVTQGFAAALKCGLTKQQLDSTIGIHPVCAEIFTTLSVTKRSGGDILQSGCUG
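Rat TrxR1 (90 nM in the dispensed reagent) was pre-reduced with 400 uM NADPH for 5 min at room temperature, then incubated with compound for 15 min. After 400 uM selenite was added, NADPH fluorescence (Ex 340/Em 450 nm) was followed for 8 min.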
LDHA block: blocks human lactate dehydrogenase A; P00338; activity change, % (values are at about 110 or 230 µM); purified LDHA, NADH/diaphorase-resazurin fluorescence; active compounds read low; hit rate 0.15% among 480,000; in the data active = activity change below about -30%; inconclusive = mostly about -25% to -30%;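 also: plate controls were DMSO wells for no effect and wells without enzyme for full effect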
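Human LDH5 (2 nM) was incubated with 0.06 mM NADH and 0.2 mM pyruvate for 5 min at room temperature in Tris pH 7.4. Remaining NADH was coupled through diaphorase/resazurin, and resorufin fluorescence was read at 0 and 20 min.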
TrxR1 substrate: substrates of rat thioredoxin reductase 1; purified TrxR1 substrate turnover, NADPH consumption readout; Potency, µM (highest dose often 114 µM), for the others: at the highest dose activity change, negative = substrate turnover; hit rate 0.01% among 390,000; AID 588456; also: potency is read from the fitted curve at half-maximal effect; % is scaled to controls: 0 for no effect and ±100 for the full control effect; nearly all actives have a fitted effect of over 50% in size
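Rat TrxR1, dispensed at 90 nM, was prereduced with 400 uM NADPH (final) for 5 min at ~22 deg C, then incubated with compound 15 min before 400 uM selenite. A first-read NADPH fluorescence drop versus no-compound background flagged substrates.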
Vif-APOBEC3G blk: Vif-A3G binding inhibition; AID 602310; hit rate 0.076% among 410,000; Q9HC16; HeLa A3G-eYFP + Vif (tagged APOBEC3G with the HIV-1 protein that degrades it), YFP fluorescence, overnight; Potency, µM (titrated, usually from 46.1 µM), without a hit: at the top dose activity, negative = active, usual class: inhibitors;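 also: potency is read from the fitted curve at half-maximal effect; % is scaled to controls: 0 for no effect and ±100 for the full control effect; nearly all actives have a fitted effect of over 60% in size; hits raise eYFP signal because A3G escapes Vif-driven loss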
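HeLa cells stably expressing Vif and C-terminally eYFP-tagged A3G, seeded overnight at 37 deg C, then exposed to compound by pintool overnight at 37 deg C. Rise in yellow fluorescence (Ex 488/Em 500-530, Acumen) marks blocked Vif-driven A3G degradation.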
mIDH1 inhibitor: blocks human mutant IDH1 R132H enzyme. IDH1-R132H enzyme, NADPH consumption, diaphorase/resazurin fluorescence. O75874. hit rate 0.093% among 390,000. AID 602179. Potency, µM (titrated, usually from 76.6 µM), inactives show top-dose activity change, negative = inhibition, most hits filed as inhibitors; also: potency is read from the fitted curve at half-maximal effect; % is scaled to controls: 0 for no effect and ±100 for the full control effect; nearly all actives have a fitted effect of over 65% in size
Target sequence (O75874 whole entry R132H, stated change not applied): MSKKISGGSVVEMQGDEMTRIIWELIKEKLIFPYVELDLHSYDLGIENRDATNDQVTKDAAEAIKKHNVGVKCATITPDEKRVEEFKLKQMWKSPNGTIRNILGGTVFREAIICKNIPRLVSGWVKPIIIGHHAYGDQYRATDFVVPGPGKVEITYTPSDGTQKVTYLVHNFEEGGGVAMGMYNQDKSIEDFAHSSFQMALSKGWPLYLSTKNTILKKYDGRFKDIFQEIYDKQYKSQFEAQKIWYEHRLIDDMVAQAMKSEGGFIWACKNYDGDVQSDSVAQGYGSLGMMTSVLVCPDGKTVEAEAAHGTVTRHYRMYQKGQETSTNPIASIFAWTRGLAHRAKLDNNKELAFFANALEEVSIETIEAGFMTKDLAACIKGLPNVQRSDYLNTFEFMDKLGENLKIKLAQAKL
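IDH1-R132H (0.5 ug/mL) preincubated 30 min with compound, then NADPH (0.016 mM) and alpha-KG (2 mM) added; 80 min at RT, pH 7.5. Remaining NADPH coupled via diaphorase/resazurin to fluorescence (540/590 nm); concentration-response curves normalized to no-enzyme control.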
Glioma ERSR ind: inducers of ER stress response in human glioma cells. U87-MG GRP78 promoter luciferase reporter, 16 h. Potency, µM, without a hit: at the highest dose activation, most hits filed as activators. hit rate 0.02% among 420,000. AID 602332; also: potency is read from the fitted curve at half-maximal effect; series mostly up to about 76 µM; % of control where 0% means no effect; nearly all actives have a fitted effect of over 35% in size
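Stably transfected U87-MG human glioma cells carrying a GRP78-based luminescent sensor were seeded at 1000 cells/well, pin-dosed with compounds and incubated 16 h. Luciferase reagent was then added, and end-point luminescence was read after 10 min at room temperature.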
RGS4 inhibitor: inhibitors of human regulator of G protein signaling 4 | Transcreener GDP fluorescence polarization, RGS4-accelerated GTP hydrolysis | Potency, µM (titrated, usually from 114 µM), inactives show top-dose activity change, negative = inhibition, usual class: inhibitors | P49798 | AID 504845 | hit rate 0.039% among 390,000; also: potency is read from the fitted curve at half-maximal effect; % is scaled to controls: 0 for no effect and ±100 for the full control effect; nearly all actives have a fitted effect of over 75% in size; some results filed as inactive show a strong effect at the top dose
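MLSMR compounds (23 nl, pin-transferred) preincubated 10 min at room temperature with a 500nM (2x) first reagent, then RGS4 at 900nM (2x) plus Transcreener GDP mix added; fluorescence polarization (620/688 nm) read before and after 90 min at 30 °C.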
USP1-UAF1 inh: USP1/UAF1 (human) deubiquitinase inhibition | O94782 | recombinant USP1/UAF1, Ub-Rhodamine cleavage fluorescence | Potency, µM (doses to about 57.1 µM), without a hit: at the highest dose activity change, negative = inhibition, hits mostly inhibitors | hit rate 0.23% among 390,000 | AID 743255; also: potency is read from the fitted curve at half-maximal effect; % is scaled to controls: 0 for no effect and ±100 for the full control effect; nearly all actives have a fitted effect of over 60% in size; inactives centre near -12
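In this screen, compounds sit with the deubiquitinase complex (1nM) for 15 min at room temperature before Ub-Rho is added at 150nM final. Fluorescence rise is then followed for 6 reads every 60 seconds.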
Vif-A3F inh: inhibitors of Vif-A3F interaction. Potency, µM (series often up to 46.1 µM), for inactives: at the highest dose activity, negative = active. hit rate 0.2% among 390,000. HeLa A3F-eYFP + Vif (tagged APOBEC3F with the HIV-1 protein that degrades it), YFP fluorescence increase; also: potency is read from the fitted curve at half-maximal effect; % of control where 0% means no effect; nearly all actives have a fitted effect of over 65% in size
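Fluorescence increase (Ex 488/Em 500-530) after overnight compound treatment at 37 deg C flags inhibition of Vif-driven A3F-eYFP loss in stable HeLa A3F-eYFP/Vif cells seeded overnight beforehand.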
* = called active by the depositor; ? = inconclusive; / = not tested or not shown; & = joins results of further samples; [ ] = remark or other dose. Unless noted, calls follow the shape of the dose curve; as a rule, active = well fitted curve in the direction sought with a large enough effect; inconclusive = small, poorly fitted or top-dose-only effect, or another doubt; inactive = no such curve, though single readings can be large; an effect the other way counts as inactive or inconclusive. An excerpt; rates above refer to the full screens.

SMILES	rTrxR1 inhibitor	LDHA block	TrxR1 substrate	Vif-APOBEC3G blk	mIDH1 inhibitor	Glioma ERSR ind	RGS4 inhibitor	USP1-UAF1 inh	Vif-A3F inh
O=C(NCCc1ccccc1)c1ccc2c(c1)N(Cc1ccccc1F)C(=O)c1ccccc1S2=O (stereo not given)	26%	-13	-3%	0%	-7%	1%	12%	-24%	-1%
CC(=O)c1n[nH]nc1Nc1nc(C)cc(C)n1	1%	-2	-2%	-5%	0%	-4%	-5%	-7%	-9%
CCn1cc(SCC(=O)N2CCOCC2)c2ccccc21	5%[57.1 µM]	-1	8%[57.1 µM]	1%	-3%	-1%	16%	-7%	-10%
COCCCNC(=O)CCCCn1c(=O)c2ccccc2n(CC(=O)Nc2ccc(C)cc2C)c1=O	-12%	-7	-7%	4%	-5%	1%	18%	-4%	1%
COc1ccc(CCNC(=O)CSc2nn3c(=O)c(C)nnc3s2)cc1OC	11%	-12	-5%	0%	-8%	-2%	2%	-1%	0%
Cc1cc(NC(=O)CN2C(=O)c3ccccc3C2=O)no1	0%[57.1 µM]	-10	6%[57.1 µM]	0%	17%	-3%	-5%	-12%	0%
COc1ccccc1N(CC(=O)NCCc1ccccc1)C(=O)CCC(=O)Nc1nccs1	14%	-7	2%	0%	-4%	3%	9%	-5%	-3%
Oc1ccc(Nc2nc(-c3ccccc3F)nc3ccccc23)cc1	-27%	0&-2	-13%	0%	0%	-5%	-3%	-24%	1%
CCOC(=O)c1c(C)[nH]c(C)c1S(=O)(=O)NCCc1cccs1	14%	-4	-1%	-1%	3%	3%	-7%	-2%	8%
CCCN(CC(=O)Nc1cccc(Br)c1)CC(=O)Nc1ccc(F)c(F)c1F	3%	-3	-8%	-13%	-2%	1%	16%	-12%	-18%
Cc1ccc(S(=O)(=O)N2CCOCC2)c(C)c1-n1cnnn1	-4%[11.4 µM]	-18	7%[11.4 µM]	-1%	-1%	-2%	15%	-10%	-4%
COc1ccc(N(CC(=O)Nc2cccc(N(C)S(C)(=O)=O)c2)S(C)(=O)=O)cc1OC	20%	-7	9%	1%	0%	0%	10%	-18%	-2%
Cc1ccc(CNC(=O)C(=O)NCC2OCCN2S(=O)(=O)c2ccc(C)cc2)cc1 (stereo not given)	1%	0	-4%	-1%	0%	-3%	5%	5%	-7%
O=C1CC(C(=O)Nc2nccs2)C(c2ccccc2)O1 (stereo not given)	12%	0	-3%	1%	-7%	1%	24%	-1%	-7%
CC(C)C1N(C(=O)CN2CCCC2)CCN1S(=O)(=O)c1ccccc1 (stereo not given)	0%	-4	-2%	0%	0%	-9%	2%	-20%	/
CCc1nc2ccc(C(=O)NCCc3ccccc3OC)cc2nc1CC	33%&16%[57.1 µM]	-2&-7	2%&-3%[57.1 µM]	2%&-4%	7%&-23%	11%&-1%	-32%[56.9 µM]	?	6%&-2%
CCOC(=O)N1CCC2(CC1)CC(=O)c1c(ccc3oc(C(=O)O)c(C)c13)O2	-5%	-4	260%[activator]	-1%	5%	2%	3%	-17%	0%
NC(=O)COC(=O)c1ccccc1OCC(=O)Nc1ccc(Br)cc1	1%	1	4%	1%	/	-3%	/	/	/
CCOc1ccc(NC(=O)CSc2c3c(nc4ccccc24)CCCC3)cc1	13%	-2	4%	-20%	-11%	-8%	10%	4%	0%
COc1ccc(-c2noc(CNS(=O)(=O)c3ccccc3)n2)cc1	6%	-1	-1%	-9%	0%	3%	-8%	-9%	4%
Cc1cccc(-n2nnnc2SCC(=O)NCC2(N3CCOCC3)CCCCC2)c1C	-1%	-1&1	-8%	1%	8%	-2%	6%	-23%	-4%
CCCCN(C(=O)Cn1nnc2ccccc21)C(C(=O)NCCOC)c1ccc(OC)cc1 (stereo not given)	-2%	-7	-3%	0%	8%	-2%	-31%	-17%	3%
Cn1c(C(=O)c2ccncc2)cc2ccccc21	-16%[57.1 µM]	-1	-11%[57.1 µM]	0%	8%	-2%	-23%	4%	-14%
COc1cc(/C=C/C(=O)O)cc(S(=O)(=O)Nc2ccccc2C(=O)NCCc2ccccc2)c1OC	-3%	-8	-1%	1%	-12%	1%	-1%	-8%	2%
Cc1cc2nnc(SCC(=O)N3CCN(c4ccccc4)CC3)n2c(N)n1	?	2	-2%	1%	1%	-2%	-33%[11.4 µM]	-12%	2%

Next section.
SMILES	rTrxR1 inhibitor	LDHA block	TrxR1 substrate	Vif-APOBEC3G blk	mIDH1 inhibitor	Glioma ERSR ind	RGS4 inhibitor	USP1-UAF1 inh	Vif-A3F inh
O=C(NC1CCSc2ccccc21)c1cc(S(=O)(=O)N2CCOCC2)ccc1Cl (stereo not given)	-6%	-3	-5%	-3%	1%	0%	-13%	-3%	2%
CSc1ccc(-c2sc(Nc3ccccc3)n[n+]2-c2ccc(F)cc2)cc1	-6%	-6	-4%	1%	-1%	1%	-39%	-23%	5%
CC(O)(C#CCN1CCCC1)c1ccccc1 (stereo not given)	8%	-4	4%	2%	-7%	2%	-25%	-14%	-1%
Cc1ccc(-c2nn(C)c(=O)c3ccccc23)cc1S(=O)(=O)NCCCN(C)C	12%	-1&-10	3%	/	/	/	3%	-18%	/
COc1cc(C(=O)N2CCNCC2)cc(OC)c1OC	-21%	-5	-12%	1%	-5%	-4%	21%	-12%	-3%
C#CCOc1ccccc1C(N)=O	8%	-3	0%[57.1 µM]	1%	4%	-1%	-19%	-22%	-2%
COCCOC(=O)C1=C(C)NC(C)=C(C(=O)OCCOC)C1/C=C/c1ccccc1OC	-11%	0	18%	-6%	5%	0%	9%	-14%	0%
COC(=O)c1sc(-c2ccccc2)cc1NC(=O)Nc1ccccc1Cl	10%	-9	16%	1%	12%	-1%	13%	9%	-5%
Cc1ccc(-c2noc(CN(C(=O)CCCN3C(=O)c4ccccc4C3=O)C(C)C)n2)cc1	16%[57.1 µM]	-8	6%[57.1 µM]	-4%	0%	-2%	7%[11.4 µM]	-5%	5%
CCN1CCN(CCNC(=O)c2cn(C(C)c3ccccc3F)nn2)CC1 (stereo not given)	-6%	-2	-3%	-7%	2%	-3%	-2%	-19%	1%
COc1ccccc1CC(=O)Nc1ccc(NC(=O)c2cccs2)cc1	-20%	-3	-3%	-2%	1%	-4%	4%	-19%	-2%
O=S(=O)(NCCc1csc(-c2ccccc2)n1)c1ccc2c(c1)OCCO2	1%	-1	-1%	0%	7%	-4%	17%	-19%	/
Cc1cc(C)nc(Nc2nc(=O)c3ccccc3s2)n1	-5%	-6	-13%	0%	2%	?	-29%	-15%	-5%
COC(=O)c1ccc2c(=O)n(CCN3CCOCC3)c(SCC(=O)Nc3ccccc3Cl)nc2c1	13%	-3	-1%	2%	-8%	3%	7%	-10%	2%
COc1cc(NS(=O)(=O)c2ccc(F)cc2)c(OC)cc1NC(C)=O	1%	2	-1%	-1%	2%	-2%	-35%	-5%	-1%
CCC(=O)NC(=S)NNC(=O)c1ccc(O)cc1	-35%	2	-6%	0%	0%	-4%	-35%	-24%	1%
CCOc1ccc(C(=O)O)cc1OC	11%[57.1 µM]	-12	6%[57.1 µM]	1%	1%	-4%	44%	-5%	2%
COc1ccc(Nc2cc(C)nc3nc(C)nn23)c(OC)c1	32%[activator]	1	7%	-1%	8%	-4%	14%	-21%	-2%
Cc1ccc(CC(C)(O)CC(C)(O)Cc2ccc(C)cc2)cc1 (stereo not given)	/	1	/	-7%	1%	-1%	/	-6%	-15%
CC(C)N(C(=S)Nc1cccnc1)c1ccccc1	0%	-2	7%	7%	0%	2%	10%	-21%	-1%
COc1cccc(C(C(=O)NC2CCCC2)N(Cc2ccc(C)cc2)C(=O)c2ccco2)c1OC (stereo not given)	-15%[57.1 µM]	2	-5%	-2%	-7%	4%	15%	-1%	-10%
N/C(=N\OC(=O)C1CCCCC1)c1cccc(Br)c1	4%	3	4%	1%	2%	3%	-7%	-17%	0%
Cc1ccc(CSC2=Nc3ccccc3C3=NC(CCC(=O)N4CCN(c5ccccc5)CC4)C(=O)N23)cc1 (stereo not given)	7%	1	1%	-4%	-4%	-1%	-12%	-18%	-4%
CC1CCN(c2ccccc2NC(=S)NC(=O)C(C)(C)C)CC1	9%	-3	0%	1%	-3%	-1%	-27%	-21%	-1%
COC(=O)[C@]1(C)N[C@H](CN(C)C(=O)c2ccc(C)cc2)[C@@H]2C(=O)N(C)C(=O)[C@@H]21	-3%	1	-5%	0%	2%	-1%	12%	-14%	-2%
Cc1cccc(NCc2ccc(N(C)C)cc2)n1	24%	-2	4%	4%	13%	?	-3%	-14%	14%
Cc1ccccc1OS(=O)(=O)c1cccc([N+](=O)[O-])c1	/	4	/	0%	17%	-4%	/	-11%	-5%
CCOC(=O)c1c(NC(=O)c2cc3nc(-c4ccc(OC)cc4)cc(C(F)(F)F)n3n2)sc(C)c1C	37%[57.1 µM]	7	19%[57.1 µM]	0%	0%	-2%	-18%	-13%	3%
